# Calpain2 inh: inhibitors of pig calpain II; purified calpain II, fluorogenic peptide substrate, 30 min; inhibition, % at 16 µM; 220,000 compounds, 0.37% hits; AID 1236;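 active = inhibition above about 50%, limit read from the data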
# PERK inhibitor: human PERK inhibition, primary cell-based screen; 220,000 compounds, 0.17% hits; inhibition, % at 5.6 µM; CHO PERK-DD fusion, SEAP luminescence translation reporter;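 active = inhibition above the mean inhibition of all tested compounds plus 3 SD, set separately per screening campaign, cut at about 2.9% in these data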;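 note: PERK kinase domain activated by AP20187 dimerizer at 100 nM; 0% = DMSO with dimerizer and 100% = rapamycin at 8.4 µM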
# Mdm2 ligase inh: blocks human Mdm2 ubiquitin ligase activity; Q00987; signal enhancement, % at 5 µM; cell-based MDM2 ubiquitination luciferase reporter, 2 h; 0 = plate control, 100 = twice control, blank-subtracted; AID 1230; 210,000 compounds, 0.11% hits;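 active = signal enhancement of 30% or more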;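 note: luminescence tracks abundance of the self-degrading MDM2-luciferase fusion protein; higher signal means inhibition of MDM2 E3 ligase activity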
# Target sequence (Q00987 whole entry, looked up, the tested form may be a part): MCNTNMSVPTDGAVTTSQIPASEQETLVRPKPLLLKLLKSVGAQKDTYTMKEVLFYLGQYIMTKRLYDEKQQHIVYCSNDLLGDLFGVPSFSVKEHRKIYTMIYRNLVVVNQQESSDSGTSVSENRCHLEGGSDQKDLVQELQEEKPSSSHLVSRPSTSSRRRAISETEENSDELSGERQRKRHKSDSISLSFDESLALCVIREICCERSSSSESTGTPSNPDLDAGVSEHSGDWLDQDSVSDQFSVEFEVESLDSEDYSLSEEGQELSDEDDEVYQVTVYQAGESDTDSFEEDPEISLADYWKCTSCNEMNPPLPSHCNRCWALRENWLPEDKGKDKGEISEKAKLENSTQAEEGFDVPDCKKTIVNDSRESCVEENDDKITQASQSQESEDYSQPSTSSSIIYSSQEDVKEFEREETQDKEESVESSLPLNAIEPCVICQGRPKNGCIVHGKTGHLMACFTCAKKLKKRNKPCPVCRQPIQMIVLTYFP
#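 Assay system: stable mammalian line carrying autodegrading MDM2–luciferase fusion reporter; amount: 2000 cells seeded into each well; buffer or medium: DMEM; benchmarks: plate control and blank wells; signal: luciferase luminescence; timing: 2 h compound exposure at 37 °C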
# KCC2 mod: modulators of human KCC2 chloride dependent transport. 190,000 compounds, 2.2% hits. KCC2 cells, thallium flux FluoZin-2 fluorescence. Q9H2X9. B-score of Tl+ flux slope (higher = more flux/activation; lower = inhibition) at 10 µM. AID 1456;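 active = thallium flux slope and its plate-corrected score both differing from the plate sample mean at a set confidence after two filtering rounds, in either direction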;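 note: slope of fluorescence scaled to starting intensity during 10 to 20 s after thallium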
# zVAD death inh: blocks zVAD induced death of L929 cells. viability rescue, % at 10 µM. 220,000 compounds, 0.38% hits. AID 1377. L929 zVAD necroptosis rescue, ATP luminescence, 24 h; with zVAD 60 µM;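 active = activation, scaled between plate controls, above about 75%, limit read from the data; inactive = activation under that limit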;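 note: 0% = zVAD with DMSO and 100% = DMSO alone without zVAD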
# EBV gp42 inh: inhibitors of Epstein-Barr virus glycoprotein 42; Fluorescence polarization binding assay, mP read-out; AID 1085; 220,000 compounds, 0.42% hits; inhibition, % (tested at 21.74 µM); Q1HVG2; in the data active = inhibition above about 50%
# Target sequence (Q1HVG2 whole entry, looked up): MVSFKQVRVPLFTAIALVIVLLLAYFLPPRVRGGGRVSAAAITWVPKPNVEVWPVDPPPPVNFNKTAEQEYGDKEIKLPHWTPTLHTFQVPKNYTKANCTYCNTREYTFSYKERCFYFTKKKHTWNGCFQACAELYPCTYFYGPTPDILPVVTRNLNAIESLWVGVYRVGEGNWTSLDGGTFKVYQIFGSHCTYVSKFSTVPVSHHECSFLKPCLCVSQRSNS
# Rad51 HR inh: Rad51 (human) homologous recombination inhibition | hRad51 DNA strand exchange, fluorescence dequenching | inhibition, % at 10 µM | 200,000 compounds, 0.085% hits | AID 1385;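 active = inhibition above 40% at the single screening dose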;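 note: 0% = DMSO control wells and 100% = blanks with heterologous ssDNA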
# Target sequence (Q06609 whole entry, looked up): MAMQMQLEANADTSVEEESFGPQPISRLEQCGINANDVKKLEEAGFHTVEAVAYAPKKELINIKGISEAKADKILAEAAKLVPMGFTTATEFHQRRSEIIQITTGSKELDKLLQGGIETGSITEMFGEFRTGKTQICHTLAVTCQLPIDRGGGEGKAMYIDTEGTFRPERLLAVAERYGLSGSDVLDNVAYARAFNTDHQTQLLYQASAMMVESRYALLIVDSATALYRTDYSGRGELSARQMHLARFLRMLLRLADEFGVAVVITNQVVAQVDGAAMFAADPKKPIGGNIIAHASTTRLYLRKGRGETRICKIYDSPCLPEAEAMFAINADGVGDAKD
#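 Assay system: Human Rad51 nucleoprotein filaments preassembled on unlabelled ssDNA | Reagent: Donor/quencher-labelled 47-bp dsDNA substrate | Doses: One concentration, 10 µM final | Times: 37 °C 15-min filament assembly, 30-min compound preincubation, 15-min exchange | Technique: Fluorescein emission 520 nm, excitation 485 nm | Benchmarks: Plate control and blank wells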
# eIF4E 4G PPI: eIF4E/eIF4G interaction inhibition in translation initiation; 220,000 compounds, 0.37% hits; AID 782; TR-FRET eIF4E-eIF4GI(517-606) binding, 2 h; inhibition, % at 21.7 µM; P63073+Q04637;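 active = inhibition above about 30%, limit read from the data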;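 note: 0% = full FRET control wells and 100% = background wells lacking eIF4GI fragment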
# TNF necrop inh: blocks TNF-alpha induced death of Jurkat FADD-/- cells | activation (protection from cell death), % at 10 µM | Jurkat FADD-/- TNF necroptosis rescue, ATP luminescence, 24 h; 0 = TNF only, 100 = no-TNF cells | 220,000 compounds, 0.068% hits;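 active = activation, meaning protection from cell death, of at least 50% relative to plate controls; inactive = activation below 50%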;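 note: necroptosis triggered by 40 ng/mL TNF-alpha added together with compound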
# Starred values were filed as active, the others as inactive; i = inactive; x = not tested or not shown; & = joins results of further samples; [ ] = dose if it differs, or a comment.
Structure	zVAD death inh	PERK inhibitor	EBV gp42 inh	Mdm2 ligase inh	TNF necrop inh	eIF4E 4G PPI	Calpain2 inh	KCC2 mod	Rad51 HR inh
COc1ccc2[nH]c(C)c(CCNC(=S)Nc3cccc(C)c3C)c2c1	x	0.2	-3	x	-21	1	-9	-0.36	x
N#CCc1c(C#N)c(N)nc(Nc2ccccc2)c1C#N	0.8	0.5	4	x	0.5	-13	-17	-0.3	-8
CCn1nnnc1-c1ccc(OC)c(S(=O)(=O)Nc2ccc(OC)cc2)c1	0.0	-0.4	-16	-5	-1.5	0[fluorescence artefact?]	-33	x	-2
CCN1CC2([N+](=O)[O-])C=CC(=O)C([N+](=O)[O-])(C1)C2CC(=O)c1ccccc1 (configuration not stated)	-0.1	0.0	-18	-12	-0.3	6	2	-1.4	2
Cc1nc(-c2ccc(NC(=O)C3CCCCC3)cc2)cs1	1.1	0.3	-3	-2	5.9	-2[fluorescence artefact?]	9	0.38	6
CCOC(=O)N1CCN(C(=O)Nc2ccc3oc(C)nc3c2)CC1	0.0	0.3	-13	-2	-0.6	-3	41	1	2
COc1cc(C2c3c(-c4ccccc4O)n[nH]c3C(=O)N2Cc2ccco2)cc(OC)c1OC (configuration not stated)	0.0	-1.0	-7	-12	4.6	5	-20	0.26	4
O=S(=O)(Nc1ccc(Oc2ncccn2)c(Cl)c1)c1ccc(Cl)cc1	-0.3	0.7	-3	-12	-0.3	8[fluorescence artefact?]	14	-0.51	x
C=CCN(C(=O)Nc1ccc2oc(C)nc2c1)c1ccccc1	-0.2	-1.7	10	-6	-0.7	-3	-15	x	1
C/C(=N/NC(=O)CNC(=O)c1cccs1)c1ccco1	0.7	0.5	-6	-16	2.3	0	-25	0.037	7
CCOc1ccc2nc(SCC(=O)NC(=O)NCc3ccco3)sc2c1	0.2	1.2	-1	-19	-3.3	6	-26	1.2	x
Cc1ccc2[nH]c(C(=O)O)c(-c3ccccc3)c2c1	-0.1	1.7	-2	-13	-2.5	-4	-74	-0.36	1
CN(c1ccc(C(=O)Nc2cccnc2)cc1)S(C)(=O)=O	-0.2	0.6	-7	-6	0.6	-1	3	0.67	1
CCOc1cc(/C=C2\SC(=N)N(c3nonc3N)C2=O)ccc1OCCN1CCOCC1	1.1	-1.0	3	-9	4.7	4	-23	-0.45	-27
COC(=O)C1=C(C)N(Cc2ccccc2)C(=O)N[C@H]1c1ccc(Br)cc1	-0.2	x	-2	13	0.4	-3	24	-0.14	1
S=c1[nH]nc(COc2ccccc2)n1/N=C/c1cccnc1	0.4	1.1	1	-2	0.7	3	-5	0.24	x
CS(=O)(=O)N(CC(=O)NCCSC1CCCCC1)c1ccccc1	-0.2	-0.4	0	-14	0.6	4	28	-0.014	2
CC1CCCC(C)N1C(=S)SCC(=O)O (configuration not stated)	0.5	1.7	3	0	0.0	1	8	0.21	-4
c1ccc(NCC2OCc3ccccc3CO2)cc1	-0.4	0.0	5	-24	6.1	4	-5	0.25	-3
Cc1cc(=O)[nH]c(N2CCCC2)n1	0.1	1.2	-17	-35	-1.8	-2[fluorescence artefact?]	-15	0.56	0
Cc1cnc(C(=O)OCC(=O)N2CCc3ccccc3C2)cn1	2.3	0.8	-33	-20	1.9	2	-10	-0.7	0
Nc1ccc(-c2sc(N)nc2-c2ccccc2)cc1	0.4	-0.3	-14	5	-4.8	-1	-53	-0.77	x
O=C(CSc1nc2ncc(Cl)cc2[nH]1)c1c[nH]c2ccccc12	0.7	-0.8	-19	0	6.0	-6	-2	x	-16
Cc1cccc(OCC(=O)N2CCN(c3nnc(-c4ccccc4)c4ccccc34)CC2)c1	0.9	0.3	-13	-12	1.7	1	13	-2.7	-14
CC1CCN(C(=O)Cn2c(=O)n(-c3ccc(F)cc3)c(=O)c3sccc32)CC1	0.9	0.8	-19	16	-0.1	4	-29	-0.11	-13
COc1ccc(Cn2c(=O)[nH]c3cc(C(=O)N4CCN(Cc5ccccc5)CC4)ccc3c2=O)cc1	1.5	-1.1	7	1	-8.4	-4	-38	-0.0098	3
c1ccc(OCCOCCN2CCc3ccccc3C2)cc1	-0.4	0.2	-26	-3	1.8	1	-16	-0.17	11
O=C1OCCN1CCN(CN1C(=O)CCC1=O)CN1C(=O)CCC1=O	1.8	0.2	-5	-3	-0.8	0	9	x	0
O=C(NC1CCCc2ccccc21)C1CCCO1 (configuration not stated)	1.4	1.1	-3	-16	1.8	6[fluorescence artefact?]	-12	-0.0047	2
COc1ccc(C)cc1S(=O)(=O)N(CC(=O)O)c1ccc(C)cc1	1.4	0.1	7	0	0.2	3[fluorescence artefact?]	-3	0.55	-2
CC(C)CCNC(=O)NC(=O)COC(=O)CNC(=O)C1CCCCC1	1.2	1.4	-16	-1	-0.2	0	-6	0.073	-4
Cn1c(=O)c2c(nc(CN3CCc4ccccc4C3)n2Cc2ccccc2)n(C)c1=O	0.6	-0.7	-14	5	-3.2	3[fluorescence artefact?]	-31	0.43	-1
O=C(COc1ccc(S(=O)(=O)N2CCOCC2)cc1)NC1CCCC1	0.0	0.4	2	-3	-0.9	-5	-29	0.24	-8
O=c1oc(-c2cc3ccccc3o2)nc2sc3c(c12)CCCC3	1.2	1.9	-11	-6	-0.7	-14	-369	x	-6
COc1ccc(Cc2nnc(SCC(=O)c3cccc([N+](=O)[O-])c3)n2C)cc1	-0.2	-0.7	-4	4	-2.6	3	-5	0.43	1
CCCOc1nc(SCCC)nc2c1cnn2-c1ccccc1	0.1	1.1	-14	-9	0.2	-1	38	-0.45	11
CC1=CCC2C(=O)N(C(C)c3ccccc3)C(=O)C2C1 (configuration not stated)	0.1	-0.6	-1	1	1.2	0	-19	x	-3
O=C(OCc1nc2scc(-c3ccccc3)c2c(=O)[nH]1)c1cccc([N+](=O)[O-])c1	0.7	0.7	-31	-15	2.0	-1	-3	-2.1	-6
Cc1ccc(N2C(=O)c3ccc(N)cc3C2=O)cc1C	0.6	-0.1	26	-6	0.3	-3	-3	x	-1
NCCc1cnc[nH]1	1.4&1.9	1.4&0.5	-3&-7	x	2.0&0.6	0&-2	-9&7	-1.6&-0.79	-4&-11
OC1(CNCc2cn[nH]c2-c2cc3ccccc3o2)CCCCC1	-0.8	-0.3	-6	-62	4.5	0	32	-0.22	0
O=C(COc1ccccc1)NNC(=O)c1cc2ccccc2oc1=O	-0.3	0.9	-13	-9	2.6	-1	18	-0.17	-8
N#Cc1nc(-c2ccc(OCc3ccccc3)cc2)oc1N1CCC(C(N)=O)CC1	1.3	0.1	-5	-11	1.3	-22	-101	x	x
O=C(CNC(=O)c1ccccc1Cl)Nc1ccc(F)cc1	0.1	0.6	0	-4	1.0	-1	-1	-0.64	-3
Cc1ccc(C(=O)O)cc1NC(=S)NC(=O)C(c1ccccc1)c1ccccc1	0.0	-0.5	-1	-10	-1.9	-6	-37	-1.2	1
COC(=O)c1cc(NC(=O)c2cccc(C(F)(F)F)c2)c(=O)oc1C	1.2	0.5	-2	-5	0.0	2	-7	0.14	7
c1cc2c(nn1)CCc1nonc1-2	0.6	0.0	-20	14	-1.7	-23	1	-0.85	-4
COC(=O)c1ccc(C2c3c(oc4cc(C)c(C)cc4c3=O)C(=O)N2CCCN(C)C)cc1 (configuration not stated)	0.3	0.1	-7	-8	0.8	6	1	2.2	x
FC(F)(F)c1cnc(NNC(=S)Nc2ccccc2Cl)c(Cl)c1	0.7	0.4	-1	-16	-2.7	-8	27	29*	-1
Cc1[nH]c(=O)[nH]c(=O)c1S(=O)(=O)N1CCCC(C(=O)NCCc2ccccc2)C1 (configuration not stated)	0.1	2.0	-2	-29	1.0	2	22	2.7	x

# (cont.)
Structure	zVAD death inh	PERK inhibitor	EBV gp42 inh	Mdm2 ligase inh	TNF necrop inh	eIF4E 4G PPI	Calpain2 inh	KCC2 mod	Rad51 HR inh
O=C(COC(=O)c1ccncc1)Nc1cccc(Cl)c1	0.2	1.4	-17	-14	0.3	-1	-110	-0.46	-17
O=C(Nc1ccc(S(=O)(=O)Nc2nccs2)cc1)c1cccc(S(=O)(=O)N2CCOCC2)c1	0.4	1.9	-19	x	1.8	-4	-6	x	-18
CC(C)(C)C(=O)Nc1cccc(C(=O)Nc2cc(C(=O)O)cc(C(=O)O)c2)c1	-0.3	1.7	-17	8	0.8	17[fluorescence artefact?]	-13	0.22	8
O=C(CSc1nnc(NCc2ccccc2)s1)c1ccco1	0.2	0.3	-15	-15	-3.5	-2	3	-0.7	-8
CCN(CC)CCCNC(=O)CCC(=O)NNc1nc2ccccc2c2nc(C)nn12	3.0	-0.2	-6	-17	-0.1	1	-25	0.5	5
CCOc1ccc(S(=O)(=O)Oc2ccc3ccccc3c2)cc1	-0.6	-0.3	3	x	3.8	-1	3	0.084	x
CC(=O)O[C@H]1C[C@@]2(C)[C@@H](C[C@@H](O)[C@H]3[C@@]4(C)CC[C@@H](O)[C@@H](C)C4CC[C@@]32C)/C1=C(\CCC=C(C)C)C(=O)O (some centres not stated)	0.0	0.8	-5	x	-9.0	6	-17	-0.028	-12
COc1ccc(/C=N/NC(=O)CNC(=O)c2ccc(S(=O)(=O)N3CCOCC3)cc2)cc1OC	0.4	1.1	11	8	2.4	18	-2	0.19	-1
O=C(CC1NCCc2ccccc21)Nc1ccc(Oc2ccccc2)cc1 (configuration not stated)	3.1	-1.1	15	-14	2.7	0	18	1.4	-1
COC(=O)c1c(NC(=O)CN2CCC(C)CC2)c2c(C)cccc2n1C	-0.2	0.8	-20	-3	-0.9	-2	-23	-0.46	-10
CC(C)Oc1ccc(C(=O)Nc2nnc(SCC(=O)N3CCOCC3)s2)cc1	1.0	0.1	0	-72	-0.5	1	-6	0.65	-3
C/C(N)=C(/C#N)C(=O)COC(=O)c1cc2c(s1)CCC(C)C2 (configuration not stated)	-1.4	0.4	-3	-12	-0.6	2	44	-0.95	-9
CCn1ccnc1CN(C)Cc1nc(-c2cccc(Cl)c2)no1	-0.1	1.5	-4	6	0.4	-2	-21	x	19
O=C(CSc1nc2c(cnn2-c2ccc(F)cc2)c(=O)[nH]1)N1CCCCCC1	1.1	0.2	-9	-26	0.4	-4	10	-0.035	8
S=c1[nH]nc(-c2ccc(Cl)cc2Cl)n1Cc1ccccc1	0.0	0.1	2	x	2.3	0[fluorescence artefact?]	29	9*	x
Cc1ccc(NC(=O)c2ccc(Cn3cc([N+](=O)[O-])cn3)cc2)c(C)c1	1.8	-0.2	-8	-6	0.6	2[fluorescence artefact?]	13	-2.2	-9
O=c1c2ccccc2c(-c2ccccc2)nn1-c1ccccc1	0.7	1.3	-6	-8	-1.4	-6	-5	-1.9	8
Cc1nn2c(N3CCN(c4ccccn4)CC3)cc(C(C)C)nc2c1-c1ccccc1	2.1	-0.9	-9	-10	0.0	2	i	x	4
